# BAZ2B block – qHTS Assay for Inhibitors of BAZ2B; Potency, µM (highest dose often 114 µM), inactives show at the highest dose activity change, negative = inhibition, hits mostly inhibitors; AlphaScreen BAZ2B-H3K14Ac peptide displacement; actives 4.4% (n = 360,000); Bromodomain adjacent to zinc finger domain protein 2B (Homo sapiens), Q9UIF8; further: on the % scale 0 is the no-effect control and ±100 the full control effect; nearly all actives have a fitted effect of over 60% in size
#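 AlphaScreen luminescence quantifies BAZ2B engagement of H3K14Ac peptide; the protein and biotinylated peptide are both at 50 nM final, buffer PBS pH 7.4 with 0.01% Tween-20, all steps at room temperature.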
# JMJD2A Tudor – qHTS Assay for Inhibitors of JMJD2A-Tudor Domain | Potency, µM (highest dose often 114 µM), inactives show at the highest dose activity change, negative = inhibition, hits mostly inhibitors | AID 504339, 2011 | actives 4.4% (n = 390,000) | Lysine-specific demethylase 4A (Homo sapiens), O75164 | AlphaScreen JMJD2A-Tudor / H3K4me3 peptide binding; further: on the % scale 0 is the no-effect control and ±100 the full control effect; nearly all actives have a fitted effect of over 50% in size
# Target sequence (O75164 whole entry, looked up, the tested form may be a part): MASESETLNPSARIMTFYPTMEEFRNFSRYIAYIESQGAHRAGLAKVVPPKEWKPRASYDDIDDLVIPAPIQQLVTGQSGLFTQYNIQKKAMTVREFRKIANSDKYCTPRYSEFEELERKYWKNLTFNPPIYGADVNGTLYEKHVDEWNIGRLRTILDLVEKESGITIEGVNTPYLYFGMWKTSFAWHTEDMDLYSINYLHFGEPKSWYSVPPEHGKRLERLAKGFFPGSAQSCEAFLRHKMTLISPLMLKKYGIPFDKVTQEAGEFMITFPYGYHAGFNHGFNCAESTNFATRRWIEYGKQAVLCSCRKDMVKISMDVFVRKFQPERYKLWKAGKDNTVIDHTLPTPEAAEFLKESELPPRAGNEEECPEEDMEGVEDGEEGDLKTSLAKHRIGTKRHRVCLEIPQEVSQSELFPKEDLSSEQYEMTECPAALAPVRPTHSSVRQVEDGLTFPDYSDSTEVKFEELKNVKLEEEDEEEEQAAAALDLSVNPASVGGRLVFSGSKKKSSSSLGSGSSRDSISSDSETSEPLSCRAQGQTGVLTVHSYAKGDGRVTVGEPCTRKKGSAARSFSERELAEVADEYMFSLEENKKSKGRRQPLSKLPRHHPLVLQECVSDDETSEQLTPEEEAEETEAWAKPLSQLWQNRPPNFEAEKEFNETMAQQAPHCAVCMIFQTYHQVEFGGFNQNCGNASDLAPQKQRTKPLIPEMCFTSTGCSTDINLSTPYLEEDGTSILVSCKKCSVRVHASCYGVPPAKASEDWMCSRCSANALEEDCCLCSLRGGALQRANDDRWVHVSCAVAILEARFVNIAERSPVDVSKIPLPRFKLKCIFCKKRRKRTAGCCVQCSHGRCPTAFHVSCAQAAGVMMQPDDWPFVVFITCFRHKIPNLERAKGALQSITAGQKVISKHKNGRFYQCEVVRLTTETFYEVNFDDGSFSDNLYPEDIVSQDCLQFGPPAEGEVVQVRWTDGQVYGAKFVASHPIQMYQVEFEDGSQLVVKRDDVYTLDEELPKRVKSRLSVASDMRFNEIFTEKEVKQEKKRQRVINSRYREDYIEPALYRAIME
# BLM inh – qHTS Assay for Inhibitors of Bloom's syndrome helicase (BLM). RecQ-like DNA helicase BLM (Homo sapiens), P54132. recombinant BLM DNA unwinding, fluorescence dequenching. Potency, µM (highest dose often 56.1 µM), for the others: top-dose activity change, negative = inhibition, actives largely listed as inhibitors. actives 0.2% (n = 350,000). AID 2528, 2010;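 further: plate controls were vehicle for no effect and no enzyme for full effect; nearly all actives have a fitted effect of over 35% in size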
# APE1 inh – qHTS Assay for Inhibitors of the Human Apurinic/apyrimidinic Endonuclease 1 (APE1). AID 2517, 2012. recombinant APE1, TAMRA/BHQ-2 abasic DNA cleavage fluorescence. DNA repair nuclease/redox regulator APEX1 (Homo sapiens), P27695. actives 0.35% (n = 350,000). Potency, µM (titrated, usually from 65.8 µM), for inactives: at the highest dose activity change, negative = inhibition, usual class: inhibitors;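 further: plate controls were vehicle for no effect and reference inhibitor for full effect; nearly all actives have a fitted effect of over 55% in size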
#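 0.75 nM APE1 + cpd, 15 min RT; start w/ 50 nM TAMRA/BHQ-2 THF-abasic dsDNA; kinetic fluor 525/598 nm ×3 reads @60 s; Δ(read3−read1); normalized to DMSO and NSC13755 control wells.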
# POLH inh – qHTS for Inhibitors of Polymerase Eta | DNA polymerase eta (Homo sapiens), Q9Y253 | recombinant Pol eta, fluorescent DNA replication assay | Potency, µM (series often up to 114 µM), for the others: at the top dose activity change, negative = inhibition, hits mostly inhibitors | actives 1.2% (n = 390,000) | AID 588591, 2011; further: on the % scale 0 is the no-effect control and ±100 the full control effect
#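 Pol eta (10 nM) was preincubated with compounds for 15 min at room temperature, after which fluorescent replication substrate (50 nM final) was added to start the reaction. Fluorescence was read kinetically at 0 and 10 min.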
# Pol iota inh – qHTS for Inhibitors of Polymerase Iota; DNA polymerase iota (Homo sapiens), Q9UNA4; Pol iota fluorescent replication assay, 10 min; Potency, µM (doses to about 115 µM), without a hit: at the highest dose activity, negative = inhibition, hits mostly inhibitors; actives 1% (n = 390,000); AID 588590, 2011
#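 Fluorescent replication assay read twice, at 0 min and 10 min after adding 50 nM (final) substrate. Enzyme (10 nM) and compounds were first incubated 15 min at room temperature; enzyme-free buffer wells were negative controls.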
# Pol kappa inh – qHTS for Inhibitors of Polymerase Kappa | Potency, µM (highest dose often 107 µM), without a hit: at the top dose activity, negative = inhibition, hits mostly inhibitors | purified Pol kappa, fluorescent DNA synthesis assay, 10 min | DNA polymerase kappa (Homo sapiens), Q9UBT6 | actives 0.53% (n = 400,000); further: on the % scale 0 is the no-effect control and ±100 the full control effect
#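 10 nM Pol kappa preincubated 15 min at room temperature with compounds, then reaction started with substrate at 50 nM final. Fluorescence read kinetically at 0 and 10 min; buffer-only wells served as negative control.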
# POLB inh – qHTS Assay for Inhibitors of DNA Polymerase Beta; P06746; Pol beta primer extension/strand displacement, fluorescence kinetic; Potency, µM (series often up to 114 µM), for inactives: at the highest dose activity change, negative = inhibition, actives largely listed as inhibitors; actives 1.3% (n = 340,000); AID 485314, 2010; further: on the % scale 0 is the no-effect control and ±100 the full control effect
#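 Pol beta (10 nM) was preincubated with compound for 15 min at room temperature. The reaction was then started with 50 nM substrate and read immediately and after a further 10 min at room temperature.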
# G9a inh – qHTS Assay for Inhibitors of Histone Lysine Methyltransferase G9a | actives 8.8% (n = 350,000) | Histone-lysine N-methyltransferase EHMT2 (Homo sapiens), Q96KQ7 | Potency, µM (top dose mostly 102 µM), for the others: top-dose activity, negative = inhibition, most hits filed as inhibitors | G9a H3K9 monomethylation, AlphaScreen, 2 h; further: on the % scale 0 is the no-effect control and ±100 the full control effect; nearly all actives have a fitted effect of over 75% in size
#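 G9a (20 nM) was preincubated 15 min with compound, then reacted 2 h at room temperature with 500 nM biotin-H3K9 peptide and 20 µM SAM. Monomethyl-H3K9 detected by AlphaScreen using anti-H3K9me1 antibody.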
# An asterisk follows results filed as active; ? = inconclusive; . = not tested or not shown; [ ] = remark or other dose. The call rests on the fitted dose curve; in most records, active means well fitted curve in the direction sought with a large enough effect; inconclusive means small, poorly fitted or top-dose-only effect, or another doubt; inactive means no such curve, though single readings can be large; an effect the other way counts as inactive or inconclusive. Potency means the concentration at half of the fitted maximal effect. The list is partial; the hit share may differ from the screen's.
# Start of the data: the first 2 compounds, to show the layout:
SMILES,BAZ2B block,JMJD2A Tudor,BLM inh,APE1 inh,POLH inh,Pol iota inh,Pol kappa inh,POLB inh,G9a inh
CCOc1ccc(N2CC(O)Cn3c2nc2c3c(=O)n(CCCc3ccccc3)c(=O)n2C)cc1 (configuration not stated),-6%,-22%,-3%,12%,-14%,4%,-14%,8%,2.5µM*
O=C(Nc1cccc(Cl)c1)c1cc([N+](=O)[O-])ccc1N1CCN(CCO)CC1,-28%,-11%,-6%,2%,-19%,-6%,5%,17%,21%[12.7 µM]

# The listing, previewed entries included:
SMILES,BAZ2B block,JMJD2A Tudor,BLM inh,APE1 inh,POLH inh,Pol iota inh,Pol kappa inh,POLB inh,G9a inh
CCOc1ccc(N2CC(O)Cn3c2nc2c3c(=O)n(CCCc3ccccc3)c(=O)n2C)cc1 (configuration not stated),-6%,-22%,-3%,12%,-14%,4%,-14%,8%,2.5µM*
O=C(Nc1cccc(Cl)c1)c1cc([N+](=O)[O-])ccc1N1CCN(CCO)CC1,-28%,-11%,-6%,2%,-19%,-6%,5%,17%,21%[12.7 µM]
Cc1nc2ccn(Cc3cccs3)c(=O)c2cc1C(=O)N1CCN(c2ccccc2F)CC1,?,-28%,-14%,.,-5%,3%,0%,7%,11%[59 µM]
COc1ccc(NC(=O)Oc2ccccc2)cc1Cl,?,-8%,-3%,-10%,-24%,141%[activator],-9%,?,-21%
CN1CCN(C2=Nc3ccccc3Oc3ccc(Cl)cc32)CC1,?,-13%,0%,-1%,-4%[57.1 µM],4%[58.9 µM],-10%[60.1 µM],18%,32%[12.7 µM]
C=CCNC(=O)CSc1nnc(-c2ccccc2Br)n1-c1cccc(C(F)(F)F)c1,0%,-12%,-4%,3%,-17%,9%,-6%,9%,?
CCN1CCN(c2nc(N)c([N+](=O)[O-])c(Nc3ccc(C)cc3)n2)CC1,-11%,-32%,46%[activator],-2%,-4%,28%,-3%,20%,?
CCCCn1c(CNC(=O)CC)nc2ccccc21,11%,-8%,-4%,-9%,-4%,?,-17%,16%,-9%
COCC(=O)Nc1sc2c(c1C(=O)OC)CCCC2,-5%,-19%,1%,4%,-16%,15%,-22%,-23%,8%[59 µM]
C/C(CC(O)c1ccc2ccccc2n1)=N/O (configuration not stated),?,-2%,1%,12%,-7%,19%,2%,2%,22%
COc1ccc(CCNC(=O)c2cc(=O)c3c(C)cc(C)cc3o2)cc1OC,-4%,-23%,5%,.,-19%,3%,0%,-12%,-9%[59 µM]
CCOC(=O)c1c(C)oc2nc(C)nc(Nc3ccc(C)c(Cl)c3)c12,-8%[57.1 µM],-8%,-1%,.,-16%,24%,-1%,3%,13%[59 µM]
CCCCCCSc1ccc([C@@H]2[C@@H]3C(=O)N(C)C(=O)[C@@H]3[C@]3(C(=O)OC)CCCCN23)cc1,.,-4%,.,8%,-8%,32%,9%,.,.
OCCOCCn1c(C(CO)Nc2nc(-c3ccc(F)cc3)cs2)nc2ccccc21 (configuration not stated),.,-24%,.,.,-12%,-5%,-18%,.,.
COc1cc(S(=O)(=O)NCc2ccccc2)ccc1Br,7%,-11%,3%,-8%,-26%,16%,-6%,-13%,1%[59 µM]
COc1ccc(OC)c(-c2csc(NC(=O)CSc3ccccc3)n2)c1,?,-36%,-13%,-4%,?,-10%,?,-27%,-10%[59 µM]
COc1cc(OC)cc(C(=O)Nc2nc(-c3ccccc3)c(-c3ccccc3)o2)c1,?,-32%,-7%,0%,-4%,2%,-9%[60.1 µM],-24%,25%[59 µM]
CC(=O)Nc1nnc(C2=COCCO2)o1,79µM*,22µM*,-8%,-3%,-20%,118%[activator],1%,-16%,-16%
Cc1ccccc1CC1(CO)CCCN(Cc2cn[nH]c2-c2ccccc2)C1 (configuration not stated),-19%,-9%,0%,-5%,-2%,25%,0%,-11%,-7%
CCOC(=O)C1CCN(Cc2cc(Cl)c3ccccc3c2O)CC1,?,-21%,-8%,-17%,-20%,59%[activator],1%,4%,45µM*
c1ccc(-c2ccc(-c3ccccc3)[nH]2)cc1,.,?,.,.,-25%,36%[activator],-5%,.,.
N#Cc1ccc(OCC(O)CN2CCN(C(c3ccccc3)c3ccccc3)CC2)cc1 (configuration not stated),-31%,?,-8%,53%[activator],-24%,15%,-17%,3%,-14%
N#CCc1ccc(NC(=O)Nc2cccc(Cl)c2)cc1,-5%,-16%,-2%,-2%,?,?,-22%,13%,-2%[59 µM]
CC(NC(=O)COC(=O)c1ccc(OCC2CCCO2)cc1)c1ccccc1Cl (configuration not stated),5%,-18%,.,12%,-10%,20%,-26%,.,-10%[12.7 µM]
COc1ncc2nc(-c3cn(C)c4ccccc34)c(=O)n(CCc3ccccc3)c2n1,.,.,-4%,-1%,.,.,4%[60.1 µM],.,14%[0.501 µM]
COC(=O)c1ccc(Oc2ccc(C(F)(F)F)cn2)cc1,41%[activator],34%,-4%,1%,-3%,25%,-8%,10%,61%[activator]
c1ccc(-c2cc3c(nn2)CCc2nonc2-3)cc1,1%,2%,-1%,5%,-10%,-7%,5%,0%,-2%[12.7 µM]
Cc1cc(C)c2c(NC(=O)c3ccccc3Cl)c(C(=O)NCc3ccc(Cl)cc3)sc2n1,?,-25%,-22%,.,.,-20%,-16%,22µM*,-6%[59 µM]
O/N=C1\CC/C(=N\O)c2nn(-c3ccccc3Cl)nc21,-1%,-7%,-1%,8%,13%,22%,-2%,18%,-9%[59 µM]
N#Cc1cccc(NC(=O)N2CCCC3(CCN(C(=O)c4cccc(F)c4)CC3)C2)c1,.,.,5%,1%,.,.,-5%[60.1 µM],.,-1%[12.7 µM]
O=[N+]([O-])c1ccc(Cc2cncc(O)c2)cc1,-14%,-10%,-2%,0%,-12%,-8%,-5%,46%,-33%[2.33 µM]
O=C(CN1C(=O)CSc2ccccc21)NCCC1=CCCCC1,-2%,-6%,-1%,-1%,-19%,37%[activator],-4%,-2%,7%
C#CCNC(=O)C1CCN(c2cc(C)nc(-c3ccccc3)n2)CC1,-5%,-9%,3%,2%,0%,77%[activator],-3%,?,.
CNS(=O)(=O)c1cc(Br)ccc1S(=O)c1ccccc1C(=O)O (configuration not stated),4%,-9%,0%,13%,-1%,28%,6%,27%,.
Cc1cc(C)c2c(n1)SCC(=O)N2CC(=O)Nc1cccc(C)c1C,4%,-11%,-2%,.,-16%,29%,-6%,7%,-2%[59 µM]
CCOc1ccc(S(=O)(=O)N2CCCC(C(=O)N3CCN(c4ccccc4)CC3)C2)cc1 (configuration not stated),-29%,-30%,-7%,7%,-20%,3%,-4%,29%,2%
O=C1N=C2SCCN2/C1=C\c1ccccc1Cl,2%,-14%,-7%,-4%,5%,1%,-7%,8%,23%
COc1ccc(CN(CC(=O)NCC2CCCO2)C(=O)CNS(=O)(=O)c2ccc(C)cc2)cc1 (configuration not stated),3%,-11%,6%,-1%,-6%,10%,-1%,-17%,4%[59 µM]
CCOc1ccccc1-c1nc(Cn2c(=O)cc(C)c3c(C)nn(-c4ccccc4)c32)c(C)o1,-18%,-10%,-3%,.,-2%,9%,-5%,9%,4%[59 µM]
O=C(NCCc1ccccc1C(F)(F)F)C1CCC(=O)N(CCCN2CCCC2=O)C1 (configuration not stated),-5%,-13%,0%,-1%,-2%,-18%,-6%,99%,2%

# Single entries from the entries so far.
# COC(=O)c1ccc(Oc2ccc(C(F)(F)F)cn2)cc1 in APE1 inh = 1%
# Cc1cc(C)c2c(n1)SCC(=O)N2CC(=O)Nc1cccc(C)c1C in G9a inh = -2%[59 µM]
# COc1ccc(CN(CC(=O)NCC2CCCO2)C(=O)CNS(=O)(=O)c2ccc(C)cc2)cc1 (configuration not stated) in POLB inh = -17%
# C#CCNC(=O)C1CCN(c2cc(C)nc(-c3ccccc3)n2)CC1 in BAZ2B block = -5%

# Next part.
SMILES,BAZ2B block,JMJD2A Tudor,BLM inh,APE1 inh,POLH inh,Pol iota inh,Pol kappa inh,POLB inh,G9a inh
COc1ccc(CC(NC(C)=O)C(=O)N2CCN(C(=O)Nc3ccc(Cl)cc3)CC2)cc1OC (configuration not stated),-7%,-3%,2%,-4%,-18%,16%,3%,0%,1%
O=C(C[C@H]1C/C=C\CC[C@@H](Cc2ccc(F)cc2)C(=O)OC[C@H]2CCCN2C1=O)N[C@@H](CO)Cc1ccccc1,.,-20%,.,4%,-17%,8%,-10%,.,.
CCOc1ccccc1N(CC(=O)OC)S(C)(=O)=O,1%,-1%,-2%,2%,-11%,?,-1%,5%,13%[59 µM]
Cc1c(Cl)cccc1NC(=O)CN(C1CCCCC1)S(C)(=O)=O,12%,0%,0%,2%,4%,8%,-10%,34%,.
Cc1cccc(NNC(=O)c2c(F)cccc2Cl)c1,-9%,-3%,1%,-6%,-12%,25%,0%,?,71µM*
COc1ccc(C(=O)NCCN2CCN(C(=O)c3ccc(OC)c(OC)c3)CC2)cc1OC,-7%,-3%,-1%,64%[activator],-14%,123%[activator],-25%,-6%,-2%
Cc1ccccc1Cn1cc(CCC(=O)NC(C)c2ccccc2)c2ccccc21 (configuration not stated),-1%,-17%,-1%,.,-19%,25%,-14%,-20%,-4%[59 µM]
O=C(CCSc1ccccc1)N1CCOCC1,-3%,8%,1%,4%,10%,-23%[58.9 µM],-8%,16%,5%[59 µM]
CCOC(=O)CN1C(=O)C(=O)N(Cc2ccccc2F)C1=O,-38%,?,-2%,31%,-18%,35%[activator],3%,30%,?
Cc1[nH]c2c(C)cccc2c1CC(=O)O,?,-14%[57.1 µM],-9%,17%,-16%,72%[activator],-11%,27%,-44%[59 µM]
O=C(Nc1ccc(Cl)c(Cl)c1)c1cccc(S(=O)(=O)NCc2cccnc2)c1,-35%,-3%,-7%,-8%,-6%,?,-6%,17%,-14%
c1csc(CNc2ncnc3ccc(-c4ccoc4)cc23)c1,-8%,-15%,2%,?,-10%,6%,2%,.,4%[12.7 µM]
Cc1cc(NS(=O)(=O)c2ccc(NC(=O)c3ccco3)cc2)nc(C)n1,6%,-22%,-4%,0%,?,-4%,-8%,-1%,?
